CXXC DNA block = qHTS Fluorescence Polarization Assay for Inhibitors of MLL CXXC domain - DNA interaction | Histone-lysine N-methyltransferase 2A (Homo sapiens), Q03164 | MLL-CXXC / FITC-HOXA9 DNA fluorescence polarization | Potency, µM (highest dose often 115 µM), without a hit: top-dose activity change, negative = inhibition, actives largely listed as inhibitors | 290,000 compounds, 0.037% hits | AID 2662, 2010; active = well fitted inhibition curve with a large enough effect in the polarisation, with a control signal flat, not every such curve was filed as active; inconclusive = small, poorly fitted or top-dose-only effect, or effect the other way, or a change in a side signal; inactive = no such curve, though single readings can be large or run the other way; the % refers to the polarisation; note: potency is the fitted concentration of half-maximal effect
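Steps: dispense CXXC domain solution (7 uM) → pin compounds or unlabeled HOX-A9 DNA control → 5 min ambient → add FLSN-HOX-A9 solution (50 nM) → spin → 30 min ambient → fluorescence polarization. Tris pH 7.5/NaCl/DTT/BSA buffer.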
TRPV1 ag = HTS Assay for Compounds that Act as Agonists of the Vanilloid Receptor 1 | AID 540275, 2011 | TRPV1-expressing cells, Fluo-8 calcium influx, agonist mode | Transient receptor potential cation channel subfamily V member 1 (Homo sapiens), Q8NER1 | 320,000 compounds, 0.19% hits | activation, % at 8.33 µM; in the data active = activation above about 80%; inconclusive = between about 30% and that limit; note: 0% is about no effect
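Cells expressing TRPV1 were dye-loaded with Fluo-8 and read kinetically: 10 s baseline, 3 min after compound (agonist portion), then 2 min after EC20 capsaicin (allosteric enhancer portion). Calcium-bound dye fluorescence at 480/520 nm.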
Integrin act MD = qHTS for Activators of Integrin-Mediated Alleviation for Muscular Dystrophy. alpha7betagal myoblasts, beta-gal FDG fluorescence, 48 h. Potency, µM (series often up to 38.3 µM), inactives show at the top dose activation, actives largely listed as activators. 350,000 compounds, 0.064% hits. AID 624291, 2012;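 note: potency is the fitted concentration of half-maximal effect; 100% = response of the positive control SU9516; nearly all actives have a fitted effect of over 60% in size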
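Alpha7betagal+/- myoblasts (passage 13) were plated 16-24 hr, then exposed to compounds (1:260 dilution of DMSO stock) for 48 hours at 37C. After MPER lysis, β-galactosidase reporter activity was read as FDG fluorescence (ex 480/em 540) after 30 minutes.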
p53 reactivator = qHTS assay for re-activators of p53 using a Luc reporter; H1299 p53-A138V BP100-luciferase reporter, luminescence, 24 h; Potency, µM (doses to about 92.2 µM), inactives show at the top dose activity change, positive = activation, most hits filed as activators; 320,000 compounds, 0.063% hits; AID 504706, 2011; note: potency is the fitted concentration of half-maximal effect; % of control where 0% means no effect; nearly all actives have a fitted effect of over 45% in size
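H1299 (p53-null), stable ts p53-A138V + BP100-Luc; 1000 cells/well, Opti-MEM/10% FBS; cpd 4 pt, 1:5; 24 h, 37 deg C, 5% CO2; detection reagent 10 min RT; luminescence.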
PTAP TSG101 blk = qHTS Assay for Iinhibitors of HIV-1 Budding by Blocking the Interaction of PTAP/TSG101 | 340,000 tested, under 10 active | AID 493005, 2010 | Potency, µM (top dose mostly 115 µM), without a hit: at the highest dose activity change, negative = inhibition, hits mostly inhibitors | Fluorescence polarization, FITC-PTAP peptide / Tsg101 binding; active = well fitted inhibition curve with a large enough effect in the main read-out, with a control signal flat, not every such curve was filed as active; inconclusive = small, poorly fitted or top-dose-only effect, or effect the other way, or a change in a side signal; inactive = no such curve, though single readings can be large or run the other way; note: potency is the fitted concentration of half-maximal effect; % of control where 0% means no effect
Target sequence (Q99816 whole entry, looked up): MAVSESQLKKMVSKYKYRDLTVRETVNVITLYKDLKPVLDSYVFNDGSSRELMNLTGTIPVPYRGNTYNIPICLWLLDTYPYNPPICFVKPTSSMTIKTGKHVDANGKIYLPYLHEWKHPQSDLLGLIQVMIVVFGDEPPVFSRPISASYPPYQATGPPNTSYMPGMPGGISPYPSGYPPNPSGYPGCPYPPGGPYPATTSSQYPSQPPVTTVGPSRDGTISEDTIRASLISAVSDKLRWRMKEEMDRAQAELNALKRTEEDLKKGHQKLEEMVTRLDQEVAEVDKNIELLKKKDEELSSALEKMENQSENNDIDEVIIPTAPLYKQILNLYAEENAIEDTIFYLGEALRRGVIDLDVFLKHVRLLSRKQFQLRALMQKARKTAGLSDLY
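FP read-out: FITC-PTAP peptide, 50 nM final, binding Tsg101 binding domain, 10 uM final; 20 min, r.t.; 10 mM HEPES pH 7.5, 0.15 M NaCl, 0.01% Tween 20, 3 mM EDTA, 0.1 mM TCEP.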
ELG1 repair inh = qHTS screen for small molecules that inhibit ELG1-dependent DNA repair in human embryonic kidney (HEK293T) cells expressing luciferase-tagged ELG1; HEK293T ELG1-luciferase reporter, luminescence, 16 h; DNA damage induced by 5-fluorouridine; AID 504467, 2011; Potency, µM (top dose mostly 46.1 µM), inactives show top-dose activity change, negative = inhibition, most hits filed as inhibitors; 330,000 compounds, 2.3% hits; note: potency is the fitted concentration of half-maximal effect; % is set by controls: 0 for no effect and ±100 for the full control effect; nearly all actives have a fitted effect of over 55% in size
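Cells (2,000 per well) received 5-fluorouridine plus test compound or DMSO and were incubated 16 hr at 37 °C, 5% CO2. Luciferase activity was read by luminescence 30 min after ONE-Glo addition; signal suppression marked inhibition of damage-induced ELG1 function.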
B2AR arrestin = qHTS assay of beta-arrestin-biased ligands of beta2-adrenergic receptor; 330,000 compounds, 0.02% hits; Beta-2 adrenergic receptor (Homo sapiens), P07550; Potency, µM (top dose mostly 46.1 µM), for inactives: at the highest dose activation, actives largely listed as activators; beta-arrestin recruitment to beta2AR, cell-based reporter; AID 492947, 2010;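 note: potency is the fitted concentration of half-maximal effect; 0% = DMSO controls and full agonism = EC100 isoproterenol or metaproterenol; nearly all actives have a fitted effect of over 65% in size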
Target sequence (P07550 whole entry, looked up): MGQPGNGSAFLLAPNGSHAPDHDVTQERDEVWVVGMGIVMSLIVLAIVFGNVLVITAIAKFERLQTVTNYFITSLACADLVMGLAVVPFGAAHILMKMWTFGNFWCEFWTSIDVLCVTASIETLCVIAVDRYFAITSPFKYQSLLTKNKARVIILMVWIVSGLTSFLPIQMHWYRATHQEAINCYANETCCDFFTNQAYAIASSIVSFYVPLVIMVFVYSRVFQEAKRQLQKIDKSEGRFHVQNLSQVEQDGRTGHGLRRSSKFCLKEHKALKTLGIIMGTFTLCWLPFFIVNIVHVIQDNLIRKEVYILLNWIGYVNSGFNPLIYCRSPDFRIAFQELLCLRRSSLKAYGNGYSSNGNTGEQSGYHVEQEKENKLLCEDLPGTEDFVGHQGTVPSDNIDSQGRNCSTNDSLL
TCR activator = Activators of T cell receptors: qHTS campaign | primary human leukocytes, anti-CD3, IL-2 HTRF, 48 h | Potency, µM (highest dose often 9.22 µM), for the others: top-dose activation of IL-2 secretion, hits mostly activators | 330,000 tested, under 10 active | AID 504894, 2011; note: % of control where 0% means no effect
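TCR engagement came from a-CD3 beads alone, with compounds added to primary human leukocytes for 48 hr. Secreted IL-2 bridged europium cryptate- and d2-labelled anti-IL-2 antibodies, giving FRET emission at 665nm after 320nm excitation.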
BRCA1 expr act = qHTS Assay to Identify Small Molecule Activators of BRCA1 Expression. Potency, µM (highest dose often 46.1 µM), for inactives: at the highest dose activation, most hits filed as activators. 380,000 compounds, 1.1% hits. MCF7-BRCA1-FFLuc reporter, luminescence, 48 h; response scale: scaled: vehicle 0%, 10 µM genistein 100%; note: potency is the fitted concentration of half-maximal effect; nearly all actives have a fitted effect of over 80% in size; some results filed as inactive show a strong effect at the top dose
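Cells: MCF7-BRCA1-FFLuc, 2000/well. Exposure: 48 h, 37 °C, 5% CO2. Read: luminescence, 15 min post-substrate. Controls: genistein 10 microM (maximal activation), DMSO (neutral).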
A-T KAP1 phos = qHTS Assay for Identifying a Potential Treatment of Ataxia-Telangiectasia. Potency, µM (doses to about 57.5 µM), for the others: at the highest dose activation, actives largely listed as activators. AID 485349, 2010. 320,000 compounds, 0.19% hits. […] A-T fibroblasts, KAP-1 phosphorylation AlphaLISA; neocarzinostatin DNA damage 30 min before lysis; note: potency is the fitted concentration of half-maximal effect; % of control where 0% means no effect; nearly all actives have a fitted effect of over 45% in size
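ATM-like activity read as KAP-1 phosphorylation via AlphaLISA donor/acceptor antibody pairs after lysis and 6 hr at 25C. Cells were ATM-null patient fibroblasts ([…], hTERT), dosed 60 min, then exposed to the DSB inducer NCS for 30 min.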
Starred values were filed as active, the others as inactive; ? = inconclusive; / = no result given; & = joins results of further samples; [ ] = another dose, or the depositor's remark. Unless noted, calls come from the whole dose curve; as a rule, active = well fitted curve in the direction sought with a large enough effect; inconclusive = small, poorly fitted or top-dose-only effect, or another doubt; inactive = no such curve, though single readings can be large; an effect the other way counts as inactive or inconclusive.

SMILES | CXXC DNA block | TRPV1 ag | Integrin act MD | p53 reactivator | PTAP TSG101 blk | ELG1 repair inh | B2AR arrestin | TCR activator | BRCA1 expr act | A-T KAP1 phos
O=C(Nc1ccc(S(=O)(=O)Nc2ncccn2)cc1)C12CC3CC(CC(Cl)(C3)C1)C2 | / | / | -14% | -2% | -6% | 2% | -1.1% | -2% | -3% | 3%
CCOC(=O)C1CCN(C(=O)CCc2nnc3ccc(NCc4ccco4)nn23)CC1 | 24% | -2 | -49%[inhibitor] | -5% | 1% | -5% | 0.0% | 0% | -45% | 2%
CCCCOC(=O)Nc1ccc(S(=O)(=O)Nc2ncccn2)cc1 | 0% | 1 | -34% | 6% | -4% | ? | 0.1% | 2% | -20% | -6%
Cc1cccc(NS(=O)(=O)c2cc3c(cc2C)NC(=O)CO3)c1 | / | -1 | 23% | 1% | 0% | 4% | 0.3% | -2% | 21% | 5%
O=C(O)C(Cc1ccccc1)NC(=O)C(c1ccccc1)c1ccccc1 (stereo unspecified) | -2% | -4 | 6% | 0% | -3% | 7% | -0.3% | 3% | -1% | -4%
Cc1nc(SCC(=O)OCc2ccccc2)c(C#N)c(-c2ccccc2)c1C(=O)Nc1ccccc1 | 5% | 2 | 9% | -2% | -3% | ? | 0.4% | / | 1% | -2%
COc1cc(OC)cc(C(=O)Nc2ccccc2-c2nnn(CC(N)=O)n2)c1 | -1% | 1 | 1% | 0% | -1% | ? | 0.2% | 7% | -8% | -6%
CCOc1ccc(N(CC(=O)NCCSc2ccccn2)S(=O)(=O)c2ccc(Cl)cc2)cc1 | 15% | ? | -16% | 0% | 1% | -20% | -0.4% | 0% | -32% | -5%
CCN(C(=O)CSc1nc(N)cc(N)n1)C1CCS(=O)(=O)C1 (stereo unspecified) | 2% | 4 | 12% | 18% | -2% | -1% | 0.2% | 5% | 1% | 12%
COc1ccc(C(C(=O)NC2CCCCC2)N(C(=O)CCl)c2ccc(OC)cc2)cc1 (stereo unspecified) | 8% | 6 | -64%[inhibitor] | -7% | -1% | ? | -0.9% | -4% | -91% | 10%
O=C(CSc1n[nH]c(=O)n1C1CC1)N1N=C(c2ccc(Cl)cc2)CC1c1ccco1 (stereo unspecified) | 0% | 23 | -8% | -3% | 0% | -1% | -0.5% | -4% | -10% | -14%
CCC(=O)N1CCN(c2ccccc2NC(=S)NC(=O)c2ccco2)CC1 | -6% | 15 | -26% | 0% | / | -3% | 0.4% | 6% | -3% | 1%
O=c1cc2[nH]c3ccccc3c(=O)n2nc1-c1ccccc1 | 1% | 3 | -12% | ? | -5% | ? | -0.1% | 13% | ? | -1%
S=c1[nH]ccn1-c1cccc(Cl)c1Cl | -9% | 10 | -14% | 1% | -4% | 4% | 0.4% | 0% | 28% | 21%
CC(=O)N1N=C(c2ccccc2)OC1c1cccnc1 (stereo unspecified) | -5% | 1 | 16% | 2% | -5% | 2% | 0.1% | 1% | 1% | 5%
COc1cc(NS(=O)(=O)c2ccc(NC(=S)NC(=O)c3ccccc3)cc2)nc(OC)n1 | -4% | 2 | -4% | 4% | 0% | 9% | -0.3% | 3% | 3% | 3%
Cc1ccc(S(=O)(=O)Nc2cc(-c3ccccc3)nn2C)cc1Cl | -1% | -1 | 12% | -5% | -5% | -3% | -0.6% | 2% | -25% | 5%
CCOC(=O)N1CCN(C(=O)Cn2nc(C)c3sc4ccccc4c3c2=O)CC1 | 0% | 4 | -32% | -9% | -6% | -24% | -0.4% | 5% | 12% | 9%
Cc1c(-c2cccs2)[n+](=O)c2c(n1[O-])CCCC2 | -3% | 1 | -2% | 5% | 1% | 6% | -0.4% | -3%[46.1 µM] | -11% | 3%
CC1Sc2ccc(S(=O)(=O)CCC(=O)N3CCCCC3)cc2NC1=O (stereo unspecified) | 4% | 7 | 0% | 0% | 1% | -5% | 0.4% | -7% | -16% | 14%
CCc1ccc(-n2c(C)cc(/C=N/NC(=O)OC)c2C)cc1 | 5% | ? | -21% | 1% | 1% | 24% | -0.7% | 8% | -11% | -1%
CCC(=O)NCCSc1c[nH]c2ccccc12 | -1% | 15 | -13% | 13% | -1% | -9% | -0.2% | -2% | -1% | 5%
COC(=O)c1cnn(C(=O)c2ccccc2Br)c1N | 6% | 1 | 17% | -2% | 1% | 22% | -0.2% | 3% | -8% | -2%
COc1ccccc1C(c1nnnn1CC1CCCO1)N1CCC(C(N)=O)CC1 (stereo unspecified) | 2% | 3 | 5% | -12% | -3% | 7% | -0.3% | -3%[46.1 µM] | -1% | 2%
Cn1nnc2cc(NC(=O)N3CC4(C)CC3CC(C)(C)C4)ccc21 (stereo unspecified) | -1% | 2 | 1% | -17% | -5% | -14% | 0.4% | 6% | 4% | -3%
CCCn1c(SCC(=O)NC(C)c2ccccc2)n[nH]c1=O (stereo unspecified) | -5% | 1 | 10% | -1% | -5% | -6% | 0.1% | -3% | 4% | 6%
C[n+]1c(/C=C/c2ccc(O)cc2)ccc2ccccc21 | 19% | 3 | -21% | ? | 4% | 8% | 0.1% | 7% | -1% | -4%
CC(=O)N1c2ccc(S(=O)(=O)N3CCCCC3)cc2CC1C(=O)Nc1ccc(C)cc1 (stereo unspecified) | -8% | 1 | -4% | -1% | -2% | -7% | 0.1% | -2% | -45% | 6%
Cc1occc1C(=O)NCc1cccc(CNC(=O)c2ccoc2C)c1 | -24% | 0 | 3% | -8% | -4% | ? | -0.6% | -1% | 1% | 2%
Cc1ccc(/C=N/NC(=O)c2cc(C)oc2C)cc1 | -4% | ? | 0% | 14% | -2% | ? | -0.8% | 1% | 73% | -2%
COc1ccc(-c2cc(C(F)F)n3ncc(C(=O)N4CCN(C(=O)c5ccco5)CC4)c3n2)cc1 | -6% | 7 | -1% | -7% | 0% | 3.3µM* | 0.0% | -1% | -15% | 0%
CCOC(=O)c1ccc2nc(C)cc(Nc3cccc(C(=O)O)c3)c2c1 | 13% | -3 | / | -7% | / | 21% | -0.3% | / | 7% | 18%
CCOP(=O)(c1ccc(N(C)C)cc1)C(O)c1cc(OC)c(OC)c(OC)c1 (stereo unspecified) | -4% | 5 | -1% | 5% | -4% | -7% | -0.2% | 2% | 5% | -4%
O=C(CSc1nnc(Cc2cc(=O)[nH]c(=O)[nH]2)n1-c1ccccc1)N1CCCc2ccccc21 | -1% | 2 | 19% | 2% | -17% | -2% | -1.2% | / | -17% | -3%
Cc1ccc2c(c1C)NC(C(=O)O)C1CC=CC21 (stereo unspecified) | -10%&11% | 2&1 | 10% | 0% | -6% | 5% | 0.3%&0.2% | / | -4% | -1%
Cc1nnc(SCC(=O)Nc2sccc2C#N)n1Cc1ccccc1 | -4% | -2 | -12% | / | -2% | / | / | 3% | -3% | /
CC1CN(S(=O)(=O)c2ccc(C(=O)NN3CCN(C)CC3)cc2)CC(C)O1 (stereo unspecified) | 12% | 4 | -6% | -2% | 0% | 9% | -0.8% | 1%[46.1 µM] | 19% | -1%
O=C1c2ccccc2-c2n[nH]c3cccc1c23 | ? | / | -32% | / | -16% | / | / | -6% | 23% | /
CCOc1ccccc1NC(=O)c1cc(-c2cc(OC)c(OC)c(OC)c2)nc2ccccc12 | -3% | 2 | -2% | -2% | -4% | ? | 0.1% | 2% | -43% | 2%
Clc1cccc(CSc2nnc(-c3c[nH]c4ccccc34)o2)c1 | -5% | 9 | 13% | 16% | 2% | 0% | -0.1% | 0% | -24% | 1%

Complete entries as entered above. Values in the order: CXXC DNA block	TRPV1 ag	Integrin act MD	p53 reactivator	PTAP TSG101 blk	ELG1 repair inh	B2AR arrestin	TCR activator	BRCA1 expr act	A-T KAP1 phos
Profile of Cc1nnc(SCC(=O)Nc2sccc2C#N)n1Cc1ccccc1 = -4%	-2	-12%	/	-2%	/	/	3%	-3%	/
Profile of COc1ccc(-c2cc(C(F)F)n3ncc(C(=O)N4CCN(C(=O)c5ccco5)CC4)c3n2)cc1 = -6%	7	-1%	-7%	0%	3.3µM*	0.0%	-1%	-15%	0%

From PubChem
